HCMV inh: inhibitors of human cytomegalovirus; HFF cells, HCMV-luciferase reporter, 72 h; hits give low values; activity change, negative = inhibition, % at 57.5 µM; hit rate 4.5% among 410,000; AID 1259415; in the data active = activity change below about -60%; inconclusive = no clear call, values can overlap the other calls; inactive = above about -39%; note: % is set by controls: 0 for no effect and ±100 for the full control effect
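Inhibition of viral replication was scored as loss of reporter luminescence in HFFs infected with HCMV-luciferase (MOI 1 PFU/cell) for 72 h; compounds tested at 2 doses, normalized to buffer and Salinomycin controls.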
Shiga inhibitor: inhibitors of Shiga toxin in Vero cells. Vero cells, Shiga toxin protein synthesis inhibition reporter. inhibition, % at 38.7 µM. hit rate 9.2% among 290,000; in the data active = inhibition mostly above about 28%, no sharp cut-off; inactive = mostly below about 43%; note: 0% is about no effect
Cycloheximide cs: counter-screen hit for Shiga toxin inhibitors, cycloheximide; cell reporter, cycloheximide protein synthesis inhibition counterscreen; max response, %; hit rate 12% among 300,000; in the data active = max response mostly above about 13%, no sharp cut-off; inactive = mostly below about 14%; note: read at 38.3 µM for the half of the compounds with a filed dose; 0% is about no effect
AmpC inh no detg: blocks E. coli AmpC beta-lactamase in detergent-free assay; hit rate 0.52% among 330,000; AmpC nitrocefin hydrolysis, absorbance 480 nm, 0.0001% Triton; P00811; Potency, µM (top dose mostly 57.1 µM), without a hit: at the highest dose activity change, negative = inhibition, usual class: inhibitors;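 note: potency is the fitted concentration of half-maximal effect; plate controls were no compound for no effect and no enzyme for full effect; nearly all actives have a fitted effect of over 20% in size; some results filed as inactive show a strong effect at the top dose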
Target sequence (P00811 whole entry, looked up): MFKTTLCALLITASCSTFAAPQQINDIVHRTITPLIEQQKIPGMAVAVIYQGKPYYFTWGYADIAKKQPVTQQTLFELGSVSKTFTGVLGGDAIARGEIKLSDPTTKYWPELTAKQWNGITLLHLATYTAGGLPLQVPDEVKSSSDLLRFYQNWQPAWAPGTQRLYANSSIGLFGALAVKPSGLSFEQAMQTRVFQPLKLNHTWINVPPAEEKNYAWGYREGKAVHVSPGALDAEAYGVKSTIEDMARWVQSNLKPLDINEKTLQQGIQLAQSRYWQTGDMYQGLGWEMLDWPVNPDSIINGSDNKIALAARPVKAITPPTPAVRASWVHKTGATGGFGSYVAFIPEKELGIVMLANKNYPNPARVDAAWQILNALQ
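20 mM phosphate pH 7.0 + 0.01% (detergent screen) or 0.0001% Triton X-100; 5.3 nM AmpC reagent; cpd preinc 15 min RT; nitrocefin (800 uM stock) to start; A480 q20 s × 4 min; Activity was normalised to no-enzyme and no-compound control wells.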
AmpC detergent: AmpC beta-lactamase inhibition with detergent present. P00811. AmpC hydrolysis of nitrocefin, absorbance 480 nm, 0.01% Triton. Potency, µM (highest dose often 114 µM), for the others: at the top dose activity change, negative = inhibition, actives largely listed as inhibitors. hit rate 0.041% among 370,000;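 note: potency is the fitted concentration of half-maximal effect; 0% = no-compound wells and -100% = no-enzyme wells; nearly all actives have a fitted effect of over 25% in size; some results filed as inactive show a strong effect at the top dose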
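20 mM phosphate pH 7.0 + 0.01% (detergent screen) or 0.0001% Triton X-100; 5.3 nM AmpC reagent; cpd preinc 15 min RT; nitrocefin (800 uM stock) to start; A480 q20 s × 4 min; Activity was normalised to no-enzyme and no-compound control wells.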
Giardia FBPA inh: Giardia lamblia aldolase inhibition | purified Giardia FBPA | Potency, µM (doses to about 59.6 µM), for the others: at the highest dose activity, negative = inhibition, most hits filed as inhibitors | hit rate 0.71% among 290,000 | AID 2451; note: potency is the fitted concentration of half-maximal effect; % is set by controls: 0 for no effect and ±100 for the full control effect; nearly all actives have a fitted effect of over 55% in size
Target sequence (A8B2U2 whole entry, looked up): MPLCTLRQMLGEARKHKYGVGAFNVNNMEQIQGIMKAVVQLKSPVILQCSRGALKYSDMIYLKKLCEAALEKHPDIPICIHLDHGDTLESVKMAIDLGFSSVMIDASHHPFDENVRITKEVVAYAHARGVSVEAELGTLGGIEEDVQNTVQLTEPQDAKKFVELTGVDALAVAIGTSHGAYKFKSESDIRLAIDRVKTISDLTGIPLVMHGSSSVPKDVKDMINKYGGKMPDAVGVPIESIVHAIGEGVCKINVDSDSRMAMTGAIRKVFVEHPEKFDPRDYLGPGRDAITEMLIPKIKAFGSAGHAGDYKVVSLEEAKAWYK
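Giardia FBPA (40 nM reagent) was preincubated 10 min at RT with compound (up to 57.5 uM final), then substrate plus GAPDH/TPI/NAD/arsenate coupling system with diaphorase/resazurin was added; resorufin fluorescence (525/598 nm) was read after 20 min.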
AMA1 RON2 block: AMA1-RON2 (P. falciparum) interaction inhibition; AlphaScreen AMA1-biotinylated RON2 peptide binding; Potency, µM (highest dose often 58.2 µM), for the others: at the top dose activity change, negative = inhibition, most hits filed as inhibitors; hit rate 0.2% among 360,000; AID 720542;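 note: potency is the fitted concentration of half-maximal effect; 0% = vehicle wells and -100% = peptide control; nearly all actives have a fitted effect of over 45% in size; some results filed as inactive show a strong effect at the top dose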
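AMA1 (3D7) with his tag at 25 nM final met compounds first, then biotinylated RON2 peptide at 25 nM; detection used donor plus acceptor beads, 10 µg/mL apiece, read by AlphaScreen after 30 min at room temperature.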
* = called active by the depositor; ? = inconclusive; . = not tested or not shown; & = joins results of further samples; [ ] = remark or other dose. Unless noted, calls come from the whole dose curve; as a rule, active = well fitted curve in the direction sought with a large enough effect; inconclusive = small, poorly fitted or top-dose-only effect, or another doubt; inactive = no such curve, though single readings can be large; an effect the other way counts as inactive or inconclusive.

Codes: A = HCMV inh; B = Shiga inhibitor; C = Cycloheximide cs; D = AmpC inh no detg; E = AmpC detergent; F = Giardia FBPA inh; G = AMA1 RON2 block
> CCOC(=O)NC(=O)c1cn(Nc2ncc(C(F)(F)F)cc2Cl)c(=O)[nH]c1=O
  A: 12 | B: 2 | C: 0 | D: -33% | E: 2% | F: 6% | G: 34%[activator]

> CCC(=O)Nc1nnc(S(=O)(=O)N(CC(C)C)c2ccccc2)s1
  A: -9 | B: 1 | C: 10 | D: -13% | E: -1% | F: -2% | G: -5%

> O=C(c1ccco1)N1CCN(C(=O)C23CC4CC(CC(C4)C2)C3)CC1
  A: ? | B: -7 | C: -2 | D: 6% | E: 2% | F: 0% | G: -4%

> Cn1c(SCC(=O)c2ccc(F)cc2)ncc(C(=O)Nc2ccccc2)c1=O
  A: 0 | B: . | C: . | D: -25% | E: ? | F: . | G: 20%

> Cc1cccc(N(CC(=O)NCc2ccccc2)C(=O)CCC(=O)Nc2nccs2)c1
  A: 11 | B: -4 | C: -5 | D: -12% | E: 2% | F: . | G: -16%

> CCOc1ccc2[nH]c(C)c(CN(C)C)c(=O)c2c1
  A: -22 | B: -8 | C: 1 | D: -17% | E: ? | F: 6% | G: 8%

> CN1C(=O)C2(c3ccccc31)C1CCCC=C1C(C#N)=C(N)C2(C#N)C#N (stereo not drawn)
  A: 40 | B: -22 | C: -3 | D: -51% | E: ? | F: ? | G: 1%

> Cc1cc(NS(=O)(=O)c2c(C)c(C)cc(C)c2C)no1
  A: -3 | B: -14 | C: -5 | D: -18% | E: 6% | F: . | G: 11%

> Cc1ccc(N2C(=O)C3ON(c4ccccc4)C(c4ccncc4)C3C2=O)c(C)c1 (stereo not drawn)
  A: 18 | B: -21 | C: 17 | D: 110%[activator] | E: -14% | F: 9% | G: 5%

> NC(=O)C1(N2CCCCC2)CCN(C(=O)CSc2nc3ccccc3[nH]2)CC1
  A: -8 | B: 14 | C: 7 | D: -23% | E: ? | F: -1% | G: 0%

A second format for 3 compounds above.
Molecule | HCMV inh | Shiga inhibitor | Cycloheximide cs | AmpC inh no detg | AmpC detergent | Giardia FBPA inh | AMA1 RON2 block
Cc1cc(NS(=O)(=O)c2c(C)c(C)cc(C)c2C)no1 | -3 | -14 | -5 | -18% | 6% | . | 11%
Cc1ccc(N2C(=O)C3ON(c4ccccc4)C(c4ccncc4)C3C2=O)c(C)c1 (stereo not drawn) | 18 | -21 | 17 | 110%[activator] | -14% | 9% | 5%
NC(=O)C1(N2CCCCC2)CCN(C(=O)CSc2nc3ccccc3[nH]2)CC1 | -8 | 14 | 7 | -23% | ? | -1% | 0%

Continuation:
Codes: A = HCMV inh; B = Shiga inhibitor; C = Cycloheximide cs; D = AmpC inh no detg; E = AmpC detergent; F = Giardia FBPA inh; G = AMA1 RON2 block
> CN(C)/C=C(\C(=O)c1ccc(F)cc1F)c1nnnn1-c1ccccc1
  A: 5 | B: -4 | C: -4 | D: -10% | E: -21% | F: -1% | G: -3%[11.6 µM]

> Cc1cc(C)c(NC(=O)CNC(=O)CN(C)Cc2ccc(Br)s2)c(C)c1
  A: 0 | B: . | C: . | D: 125%[activator] | E: ? | F: . | G: 7%

> O=C(NC(O)C(=O)c1ccccc1)c1ccc(F)cc1 (stereo not drawn)
  A: -4 | B: 20 | C: -3 | D: -9% | E: 6% | F: 10% | G: 3%

> O=C(CC1C(=O)NCCN1C(=O)c1ccc([N+](=O)[O-])cc1)Nc1cccc(Cl)c1 (stereo not drawn)
  A: 155 | B: -31 | C: 6 | D: 8% | E: 3% | F: . | G: -3%

> O=C(NCC1CCCO1)c1ccc(CS(=O)(=O)c2ccc(Br)cc2)o1 (stereo not drawn)
  A: 3 | B: -14 | C: -5 | D: 0% | E: -15% | F: -2% | G: 10%

> CCC(=O)NC(=S)Nc1cccc(NC(=O)CC)c1
  A: 8 | B: 9 | C: -3 | D: -15% | E: -5% | F: 0% | G: -2%

> Cc1ccc(N(CN2C(=O)C3CC=CCC3C2=O)C(=O)c2ccco2)cc1Cl (stereo not drawn)
  A: 2 | B: 27 | C: -4 | D: 56% | E: -6% | F: -1% | G: 6%

> COc1ccc(/C=C2\CCCc3c2nc2ccccc2c3C(=O)O)cc1OC
  A: . | B: -12 | C: -2 | D: -31% | E: 4% | F: 7.9µM* | G: .

> CCn1c(SCCC(=O)Nc2ccccc2)nnc1-c1ccc(OC)cc1
  A: -28 | B: 39 | C: 2 | D: 17% | E: ? | F: 5% | G: 9%

> COc1cc(OC)c2c(-c3ccccc3)cc(=O)oc2c1C(CCN1CCN(c2ccccc2)CC1)c1ccc(N(C)C)cc1 (stereo not drawn)
  A: -3 | B: -3&-7 | C: -3&2 | D: 69%[activator] | E: 3% | F: -4%&-1% | G: 7.9µM*

> CC(=O)N1CCc2cc(S(=O)(=O)NCCC(=O)Nc3cccc(C)c3C)ccc21
  A: -30 | B: -30 | C: 13 | D: -1% | E: 5% | F: -4% | G: 20%

> C=C1c2cc(OC)ccc2NC(=O)N1CC
  A: 42 | B: -6 | C: -1 | D: -9% | E: -2% | F: -15% | G: 11%

> COc1ccccc1C(=O)NCC(=O)OCC(=O)Nc1nnc(-c2ccccc2)o1
  A: 0 | B: . | C: . | D: -23% | E: -10% | F: . | G: 63%[activator]

> Fc1ccc(OCCCCCN2CCCC2)cc1
  A: 9 | B: -6 | C: -4 | D: 1% | E: ? | F: -16% | G: -1%

> O=C(COC(=O)c1ccc(O)cc1)Nc1ccc(S(=O)(=O)N2CCOCC2)cc1
  A: 9 | B: . | C: . | D: -36% | E: . | F: . | G: 7%

> COc1ccc(N2C(=O)NC(=O)/C(=C/c3ccc4c(c3)Cc3ccccc3-4)C2=O)cc1
  A: . | B: 34 | C: 29* | D: -26% | E: -3% | F: -13% | G: .

> Cc1nn(-c2ccc(F)cc2)c(Cl)c1/C=N/NC(=O)c1cccs1
  A: 27 | B: 59* | C: 30* | D: 28µM* | E: -1% | F: 5% | G: -10%

> Cc1ccc(OCCC(=O)OCC(=O)c2ccc3c(c2)NC(=O)CO3)cc1
  A: -22 | B: . | C: . | D: -11% | E: ? | F: . | G: 13%

> COc1ccc(CCN2C(=O)CC(NNC(=O)c3ccccc3Br)C2=O)cc1OC (stereo not drawn)
  A: 50 | B: -3 | C: -5 | D: -8% | E: -1% | F: -1% | G: -2%

> O=C1C(Cc2ccc(O)cc2)NC(=S)N1C1CCCCC1 (stereo not drawn)
  A: -15 | B: 10 | C: 5 | D: -35% | E: -12% | F: 0% | G: 17%

> Cn1ccnc1SCC(=O)Nc1ccc(Oc2ccccc2)cc1
  A: 18 | B: 55 | C: 24* | D: -14% | E: ? | F: -4% | G: -23%

> CN(C)S(=O)(=O)N1CCN(S(=O)(=O)c2ccc3ccccc3c2)CC1
  A: -34 | B: -16 | C: -2 | D: -7% | E: -8% | F: 5% | G: 2%

> Cc1nc2scc(-c3ccccc3)c2c(=O)n1N
  A: ? | B: -5 | C: -1 | D: -13% | E: -7% | F: -2% | G: 1%

> C=CCn1c(COc2ccccc2)nnc1SCc1ccc(C#N)cc1
  A: -3 | B: 11 | C: -3 | D: 6% | E: -8% | F: 5% | G: 7%

> Cc1ccc(C)c(CN2CCNC2=O)c1
  A: -7 | B: -17 | C: -2 | D: -31% | E: -5% | F: -7% | G: 7%

> O=C(C1CCN(S(=O)(=O)c2ccccc2)CC1)N1CCC2(CC1)OCCO2
  A: 41 | B: -15 | C: -2 | D: -4% | E: 2% | F: 1% | G: -6%

> C1=Nc2ccccc2CN1c1ccccc1
  A: -36 | B: 93* | C: 65* | D: -8% | E: 6% | F: ? | G: 27%

> COc1ccc(CN2C(=O)NC(=O)/C(=C\c3ccco3)C2=O)cc1
  A: -16 | B: 21 | C: 1 | D: -51% | E: ? | F: 1% | G: ?

> CCOCCCn1c(SCc2ccccc2)nnc1-c1ccncc1
  A: -3 | B: 3 | C: -4 | D: 126%[activator] | E: -3% | F: 6% | G: -2%

> Cc1ccccc1N(C)C(=O)C1CCCN(c2ncnc3c2nc2n3CCCCC2)C1 (stereo not drawn)
  A: -35 | B: -2 | C: 9 | D: 98%[activator] | E: 3% | F: . | G: -5%

> CC(C)Oc1ccc(C(=O)Nc2nnc(SCC(=O)N3CCOCC3)s2)cc1
  A: -21 | B: 17 | C: 2 | D: 49% | E: ? | F: 2% | G: 4%

> C/C(CC(=O)Nc1ccc(N(C)C)cc1)=N\NC(=O)c1ccc(F)cc1
  A: -6 | B: 36* | C: 31* | D: -1% | E: ? | F: -11% | G: 43%[activator]

> COc1ccc(CNC(=O)[C@@H]2CCCN2C(=O)[C@@H]2Cc3ccccc3CN2C(=O)OC(C)(C)C)cc1
  A: 1 | B: 10 | C: 2 | D: 167%[activator] | E: 2% | F: . | G: 2%

> CC1(C)Cc2c(cnn2-c2ccc(F)cc2)C(NC(=O)CCN2CCCCO2)C1 (stereo not drawn)
  A: ? | B: 12 | C: 8 | D: 87%[activator] | E: ? | F: 3% | G: 0%

> Cc1ccc(CNC(=O)CCC(=O)N2CC(C)Sc3ccccc32)cc1 (stereo not drawn)
  A: 34&-25 | B: 11 | C: -1 | D: 20% | E: ? | F: 10% | G: -4%

> O=S(=O)(NCC1CC1)c1cccc(S(=O)(=O)N2CCCC2)c1
  A: -21 | B: -17 | C: -2 | D: -9% | E: ? | F: 1% | G: -7%

> COc1ccc(NC2CCCN(C(=O)C3=NN(C)C(=O)CC3)C2)cc1OC (stereo not drawn)
  A: 22 | B: 8 | C: 1 | D: -11% | E: 2% | F: ? | G: -6%

> O=[N+]([O-])c1ccccc1S(=O)(=O)N(CC(O)CN1CCCCC1)c1ccccc1 (stereo not drawn)
  A: 24 | B: -1 | C: -9 | D: -5% | E: 1% | F: 5% | G: 4%

> CCc1nc2nc(C)c(NS(=O)(=O)c3ccc(F)cc3)c(=O)n2[nH]1
  A: 65 | B: -13 | C: -5 | D: 1% | E: -3% | F: -20% | G: 0%

> CCN(CC)S(=O)(=O)c1cccc(N=Nc2sc(N)nc2C)c1
  A: -23 | B: -8 | C: -4 | D: -49% | E: -7% | F: 12% | G: 10%

> COc1cccc(NC(=O)c2ccc3c(c2)C(=O)N(CC2CCCO2)C3=O)c1 (stereo not drawn)
  A: 0 | B: 40 | C: 30* | D: 17% | E: ? | F: -5% | G: 8%

> CC(NC(=O)Nc1cccc([N+](=O)[O-])c1)c1ccc2c(c1)OCO2 (stereo not drawn)
  A: -64* | B: 6 | C: -1 | D: -52% | E: -3% | F: -3% | G: 0%

> CC1CCN(Cc2nc(-c3ccccc3)no2)CC1
  A: 15 | B: 25 | C: 23* | D: 3% | E: -16% | F: 9% | G: -11%

> CSc1ccc(S(=O)(=O)NCc2ccccc2C)cc1
  A: -3 | B: 17 | C: 1 | D: -21% | E: -4% | F: -7% | G: 23%

> COc1cc(/C=C/c2cc(C(=O)O)c3ccccc3n2)cc(OC)c1O
  A: -29 | B: 3 | C: 2 | D: -13% | E: ? | F: -19% | G: -22%

> CCOC(=O)c1ccccc1NC(=O)Cn1cnc2c(cnn2C(C)(C)C)c1=O
  A: -20 | B: -31 | C: -2 | D: -10% | E: 4% | F: -3% | G: -3%

Bioassay records from PubChem BioAssay.
